Vif-A3F inh – qHTS for Inhibitors of Vif-A3F Interactions: qHTS | HeLa A3F-eYFP + Vif (tagged APOBEC3F with the HIV-1 protein that degrades it), YFP fluorescence increase | Potency, µM (top dose mostly 46.1 µM), for inactives: at the top dose activity, negative = active | hit rate 0.2% among 390,000 | AID 602313, 2012; also: potency is read from the fitted curve at half-maximal effect; % of control where 0% means no effect; nearly all actives have a fitted effect of over 65% in size
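HeLa cells stably expressing Vif plus C-terminally eYFP-tagged A3F were seeded, incubated overnight at 37 deg C, dosed with compound, incubated overnight again at 37 deg C. Yellow fluorescence (Ex 488/Em 500-530) reported blocked Vif-mediated A3F-eYFP degradation.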
PI4K2A block – qHTS for small molecular inhibitors of PI4K2A | Phosphatidylinositol 4-kinase type 2-alpha (Homo sapiens), Q9BTU6 | purified PI4K2A, ADP-Glo luminescence, 1 h; hits give low values | activity change, negative = inhibition, % at 76.9 µM | hit rate 0.13% among 420,000 | AID 1346378, 2018; in the data active = activity change below about -50%; inconclusive = mostly about -30% to -49%;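 also: -100% = wells without enzyme as full effect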
Target sequence (Q9BTU6 whole entry, looked up): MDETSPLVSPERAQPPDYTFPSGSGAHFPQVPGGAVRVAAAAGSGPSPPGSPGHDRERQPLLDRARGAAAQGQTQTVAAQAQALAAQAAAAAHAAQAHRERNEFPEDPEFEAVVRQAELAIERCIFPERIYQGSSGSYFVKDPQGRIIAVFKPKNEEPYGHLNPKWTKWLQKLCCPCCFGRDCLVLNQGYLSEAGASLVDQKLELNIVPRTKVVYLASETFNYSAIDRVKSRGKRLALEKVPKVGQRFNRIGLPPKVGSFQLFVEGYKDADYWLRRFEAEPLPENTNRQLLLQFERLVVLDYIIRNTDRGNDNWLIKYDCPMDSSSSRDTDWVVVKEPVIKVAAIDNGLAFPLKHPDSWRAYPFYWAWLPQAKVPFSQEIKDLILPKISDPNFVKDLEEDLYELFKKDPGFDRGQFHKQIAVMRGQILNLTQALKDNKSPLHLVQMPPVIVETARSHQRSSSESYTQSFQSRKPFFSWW
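Compounds are screened against recombinant PI4K2A using PI as substrate and ATP, the latter dispensed at 300 microM. Reactions run one hour at ambient temperature before ADP-Glo detection; full inhibition defined by wells lacking enzyme.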
LDHA block – qHTS assay for inhibitors of human lactate dehydrogenase; hit rate 0.15% among 480,000; activity change, % (values are at about 110 or 230 µM); purified LDHA, NADH/diaphorase-resazurin fluorescence; hits give low values; L-lactate dehydrogenase A chain (Homo sapiens), P00338; AID 1347041, 2019; in the data active = activity change below about -30%; inconclusive = mostly about -25% to -30%;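 also: plate controls were DMSO wells for no effect and wells without enzyme for full effect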
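LDH5 2 nM; NADH 0.06 mM, pyruvate 0.2 mM; 200 mM Tris pH 7.4, EDTA, Tween-20; 5 min RT. Detection: diaphorase 0.133 mg/mL + resazurin 37 µM, fluorescence ex540/em590 at 0 and 20 min; normalized to enzyme-free and DMSO wells.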
TrxR1 substrate – qHTS Assay for Substrates of Mammalian Selenoprotein Thioredoxin Reductase 1 (TrxR1): qHTS; purified TrxR1 substrate turnover, NADPH consumption readout; Potency, µM (top dose mostly 114 µM), without a hit: at the highest dose activity change, negative = substrate turnover; hit rate 0.01% among 390,000; Thioredoxin reductase 1, cytoplasmic (Rattus norvegicus), O89049; also: potency is read from the fitted curve at half-maximal effect; % is scaled to controls: 0 for no effect and ±100 for the full control effect; nearly all actives have a fitted effect of over 50% in size
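Rat TrxR1, dispensed at 90 nM, was prereduced with 400 uM NADPH (final) for 5 min at ~22 deg C, then incubated with compound 15 min before 400 uM selenite. A first-read NADPH fluorescence drop versus no-compound background flagged substrates.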
IDH1 R132H inh – qHTS for Inhibitors of mutant isocitrate dehydrogenase 1 (IDH1): qHTS | Potency, µM (highest dose often 76.6 µM), for the others: top-dose activity change, negative = inhibition, most hits filed as inhibitors | IDH1-R132H enzyme, NADPH consumption, diaphorase/resazurin fluorescence | hit rate 0.093% among 390,000; also: potency is read from the fitted curve at half-maximal effect; % is scaled to controls: 0 for no effect and ±100 for the full control effect; nearly all actives have a fitted effect of over 65% in size
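IDH1-R132H (0.5 ug/mL dispensed) in pH 7.5 Tris buffer was preincubated 30 min with compound, then given a substrate mix of 0.016 mM NADPH and 2 mM alpha-KG for 80 min at room temperature; remaining NADPH was read by diaphorase/resazurin fluorescence.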
RXFP1 agonist – qHTS Assay for Agonists of the Relaxin Receptor RXFP1. Relaxin receptor 1 (Homo sapiens), Q9HBX9. HEK293T-RXFP1 cAMP TR-FRET, 30 min; response scale: percent of porcine relaxin response, buffer zero. Potency, µM (top dose mostly 57.5 µM), inactives show at the highest dose activation, usual class: activators. hit rate 0.3% among 370,000; also: potency is read from the fitted curve at half-maximal effect; % is scaled to controls: 0 for no effect and ±100 for the full control effect; nearly all actives have a fitted effect of over 60% in size; many of its hits are not listed in these tables
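HEK293 cells stably expressing RXFP1, treated 30 min at 37C with compounds plus PDE4 inhibitor Ro 20174; cAMP measured by HTRF TR-FRET. Normalized to buffer and 29 nM porcine relaxin; EC50 by Hill fit.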
Vif-APOBEC3G blk – qHTS for Inhibitors of Vif-A3G Interactions: qHTS. HeLa A3G-eYFP + Vif (tagged APOBEC3G with the HIV-1 protein that degrades it), YFP fluorescence, overnight. Potency, µM (top dose mostly 46.1 µM), inactives show at the top dose activity, negative = active, usual class: inhibitors. hit rate 0.076% among 410,000;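 also: potency is read from the fitted curve at half-maximal effect; % is scaled to controls: 0 for no effect and ±100 for the full control effect; nearly all actives have a fitted effect of over 60% in size; hits raise eYFP signal because A3G escapes Vif-driven loss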
Target sequence (Q9HC16 whole entry, looked up): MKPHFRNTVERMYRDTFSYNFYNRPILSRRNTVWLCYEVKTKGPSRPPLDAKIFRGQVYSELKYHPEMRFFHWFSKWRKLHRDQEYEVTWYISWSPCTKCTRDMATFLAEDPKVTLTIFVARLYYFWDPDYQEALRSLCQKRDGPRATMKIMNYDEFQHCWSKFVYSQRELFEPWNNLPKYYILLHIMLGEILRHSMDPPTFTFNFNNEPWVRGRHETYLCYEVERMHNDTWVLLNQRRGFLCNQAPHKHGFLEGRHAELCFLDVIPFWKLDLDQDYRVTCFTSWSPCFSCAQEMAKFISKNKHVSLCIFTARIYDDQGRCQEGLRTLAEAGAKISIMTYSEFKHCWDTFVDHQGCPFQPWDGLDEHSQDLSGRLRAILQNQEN
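HeLa cells stably expressing Vif and C-terminally eYFP-tagged A3G, seeded overnight at 37 deg C, then exposed to compound by pintool overnight at 37 deg C. Rise in yellow fluorescence (Ex 488/Em 500-530, Acumen) marks blocked Vif-driven A3G degradation.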
USP1 inh – Inhibitors of USP1/UAF1: Primary Screen | Ubiquitin carboxyl-terminal hydrolase 1 (Homo sapiens), O94782 | recombinant USP1/UAF1, Ub-Rhodamine cleavage fluorescence | Potency, µM (series often up to 57.1 µM), without a hit: at the top dose activity change, negative = inhibition, actives largely listed as inhibitors | hit rate 0.23% among 390,000; also: potency is read from the fitted curve at half-maximal effect; % is scaled to controls: 0 for no effect and ±100 for the full control effect; nearly all actives have a fitted effect of over 60% in size; inactives centre near -12
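In this screen, compounds sit with the deubiquitinase complex (1nM) for 15 min at room temperature before Ub-Rho is added at 150nM final. Fluorescence rise is then followed for 6 reads every 60 seconds.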
GRP78 ERSR act – qHTS for Inducers of the Endoplasmic Reticulum Stress Response (ERSR) in Human Glioma: qHTS; U87-MG GRP78 promoter luciferase reporter, 16 h; AID 602332, 2012; hit rate 0.02% among 420,000; Potency, µM, without a hit: top-dose activation, actives largely listed as activators; also: potency is read from the fitted curve at half-maximal effect; series mostly up to about 76 µM; % of control where 0% means no effect; nearly all actives have a fitted effect of over 35% in size
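Stably transfected U87-MG human glioma cells carrying a GRP78-based luminescent sensor were seeded at 1000 cells/well, pin-dosed with compounds and incubated 16 h. Luciferase reagent was then added, and end-point luminescence was read after 10 min at room temperature.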
Starred values were filed as active, the others as inactive; ? = inconclusive; / = no result given; & = joins results of further samples; [ ] = another dose, or the depositor's remark. Unless noted, calls follow the shape of the dose curve; as a rule, active = well fitted curve in the direction sought with a large enough effect; inconclusive = small, poorly fitted or top-dose-only effect, or another doubt; inactive = no such curve, though single readings can be large; an effect the other way counts as inactive or inconclusive. The list is partial; count on the stated rates, not on these rows.

SMILES	Vif-A3F inh	PI4K2A block	LDHA block	TrxR1 substrate	IDH1 R132H inh	RXFP1 agonist	Vif-APOBEC3G blk	USP1 inh	GRP78 ERSR act
O=C1N/C(=C/c2cccs2)C(=O)N1Cc1ccccc1F	-26.7%	-0.1	1.8	6.9%	6.4%	1.6%	-0.1%	-18.3%	-5.3%
COc1ccc(C)cc1NC(=O)ON=C1CCCCC1	/	-3.9	4.9	/	/	/	-0.5%	/	-0.4%
COc1ccc(NC(=O)COC(=O)c2ccc3c(c2)OCCO3)cc1OC	0.6%	-3.2	-17.4	2.5%	-13.4%	11.0%	-8.5%	-17.2%	-2.0%
CC(C)N(C(=O)CN(C#N)c1nc(N(C)C)nc(N(C)C)n1)c1ccccc1	-8.5%	5.9	-3.4	-1.3%	7.1%	1.7%	0.9%	-13.8%	0.7%
COc1ccc(-n2ncc3c(N4CCN(c5cc(C)ccc5C)CC4)ncnc32)cc1	3.9%	-3.8	-11.9	1.6%	-13.6%	1.8%	0.8%	-22.1%	-0.8%
Cc1ccc(CCNC(=O)CN2C(=O)CSc3ccc(S(=O)(=O)N4CCOCC4)cc32)cc1	0.4%	-2.9	0.2	/	0.0%	/	-9.3%	-18.1%	-3.9%
CC(=O)c1c(N2CCN(Cc3ccccc3)CC2)nc(=S)n(Cc2ccccc2)c1C	-1.0%	1.5	2.1	0.7%	0.0%	4.9%	-5.3%	1.6%	-1.0%
Cc1ccc2oc(=O)c(-c3nc(-c4cccs4)no3)cc2c1	-1.8%	-0.8	-1.7&-0.3	2.3%	-6.6%	19.1%	-9.8%	4.8%	-0.1%
O=C(OCc1c(-c2ccccc2)ncc2ccccc12)N1CCOCC1	1.5%	0.1	-0.5	-0.1%	-11.3%	3.7%	-4.8%	-19.3%	-4.1%
C=CCn1c(N)c(C(=O)Nc2cccc(C)c2)c2nc3ccccc3nc21	-0.6%	-14.5	7.2	4.4%	-0.5%	-1.5%	-7.9%	?	4.6%
Cc1ccc(NC(=O)CSc2nc3ccc(NC(=O)CCc4ccccc4)cc3s2)c(C)c1	-6.4%	-2.4	-4.8	-0.2%	-8.2%	1.3%	-0.8%	-21.7%	-1.1%
COC(=O)c1nccc2c1[nH]c1ccccc12	-4.3%	-1.8	2.3	3.0%[57.1 µM]	-2.9%	3.3%	-1.7%	-2.5%	0.1%
Cn1c(=O)n(Cc2ccccc2)c(=O)c2c1nc1n2CCN1c1ccccc1	1.3%	3.9	-1.2	11.9%[11.4 µM]	-9.4%	-1.5%	8.2%	3.4%	-2.3%
Cc1cnc(NC(=O)C(C)N2C(=O)C3CC=CCC3C2=O)s1 (centres undefined)	-0.4%	2.6	0.2	2.1%	1.2%	0.4%	-0.2%	-11.0%	-5.1%
CCOC(=O)C1=C(Nc2ccc(Cl)cc2)OCC1=O	-4.6%	-2.5	-8.6	5.1%	0.0%	-2.9%	1.3%	-0.7%	-0.5%
O=C(CCCc1nc2ccccc2s1)N1CCN(c2ccccc2F)CC1	2.4%	1.7	-2.1	5.8%	-0.7%	1.9%	6.1%	-19.3%	1.8%
Cc1occc1C(=O)N/N=C/C(Br)=C/c1ccccc1	?	-16.2	-1.4	-11.2%	3.8%	0.4%	-13.5%	-16.4%	-7.5%
CCCC(=O)Nc1ccc2c(c1)nc(CN1CCCC1)n2C	-3.7%	-7.6	1.3	6.4%[57.1 µM]	1.9%	-2.3%	-1.5%	-19.4%	-4.1%
Cc1cc(C(=O)COC(=O)COc2ccccc2C#N)c(C)n1CC1CCCO1 (centres undefined)	-9.4%	4.4	-1.1	-0.1%	5.2%	-0.7%	7.1%	-22.4%	-2.7%
COc1ccc(C)cc1NC(=O)C(c1ccccc1)N1CCN(CC(=O)NC2CC2)CC1 (centres undefined)	-3.1%	0.8	2.1	-6.0%	4.6%	2.0%	2.6%	-19.9%	-4.4%
O=C1c2ccccc2C2=Nc3ccccc3SC(c3ccccc3F)C12 (centres undefined)	-4.1%	4.6	1.6	-12.5%	9.2%	1.8%	-0.3%	-17.2%	-8.7%
N=C(N)SCc1ncccc1O	-8.8%	2.2	-4.4	-4.9%	0.0%	6.2%	1.0%	-5.2%	-5.5%
Cc1c(Cl)ccc2c(C(=O)NCCN3CCCCC3)cc(-c3ccccn3)nc12	-5.4%	-1.6	-8.6	6.1%[57.1 µM]	0.2%	-0.8%	4.0%	0.3%	-1.3%
Cc1csc2ncc(C(=O)NC(C)c3ccccc3)c(=O)n12 (centres undefined)	3.7%	-1.5	1.3	39.7%[activator][57.1 µM]	-9.8%	10.1%	2.5%	-19.8%	-1.7%
CC(=O)c1ccc(NC(c2ccc(F)cc2)c2nnc(-c3ccccc3)o2)cc1 (centres undefined)	-8.8%	-1.8	-2.8	0.2%[57.1 µM]	0.0%	2.9%	-3.6%	-7.5%	1.1%
CC(c1ccccc1)N1C(=O)NC(NC(=O)c2cccnc2)(C(F)(F)F)C1=O (centres undefined)	-11.8%	5.3	-5.0	5.5%	0.7%	1.8%	1.3%	-19.3%	-3.2%
CCOC(=O)c1cc(-c2ccccc2)nn1-c1ccccn1	-2.6%	8.9	1.8	-2.4%	10.1%	0.6%	-0.3%	-8.2%	-0.4%
CCN(CC)C(=O)CN1C(=O)COCC1=O	-6.1%	0.7	0.8	-7.6%	0.6%	1.1%	1.0%	-23.3%	-0.4%
CCOc1ccccc1CN1CCCC(C(=O)Nc2cccc(-n3cccn3)c2)C1 (centres undefined)	3.6%	1.1	0.7	-9.8%[57.1 µM]	8.7%	2.2%	12.9%	-15.5%	-4.8%
CCCc1cc(C(=O)Nc2cccc(Cl)c2C)no1	5.3%	-0.2	-8.0	0.8%	6.4%	-0.1%	-7.1%	-13.7%	10.5%

Reprinted from the part before: two compounds; new compounds follow.
SMILES	Vif-A3F inh	PI4K2A block	LDHA block	TrxR1 substrate	IDH1 R132H inh	RXFP1 agonist	Vif-APOBEC3G blk	USP1 inh	GRP78 ERSR act
CCOc1ccccc1CN1CCCC(C(=O)Nc2cccc(-n3cccn3)c2)C1 (centres undefined)	3.6%	1.1	0.7	-9.8%[57.1 µM]	8.7%	2.2%	12.9%	-15.5%	-4.8%
CCCc1cc(C(=O)Nc2cccc(Cl)c2C)no1	5.3%	-0.2	-8.0	0.8%	6.4%	-0.1%	-7.1%	-13.7%	10.5%
Cc1ccc(NS(=O)(=O)c2ccc(C(=O)NC3CCN(Cc4ccccc4)CC3)cc2)cc1	-6.3%	2.9	-5.3	1.6%	1.1%	/	1.9%	-3.3%	-5.6%
O=C(/C=C/c1cccc([N+](=O)[O-])c1)NCc1ccc2c(c1)OCO2	1.7%	-1.4	-1.9	-9.8%	6.9%	1.1%	0.1%	-15.5%	-3.3%
O=C(CCn1c(=O)c2ccccc2n(Cc2ccc(Cl)cc2)c1=O)NCc1ccc2c(c1)OCO2	-11.0%	-2.9	1.6	6.0%	7.0%	-0.8%	4.0%	-4.5%	-3.2%
C=CCn1c(SCC(=O)N(C)C2CCCCC2)nnc1C1CC1	6.0%	0.7	-3.5	3.6%	1.7%	/	-2.4%	-16.3%	0.9%
CCn1nnc(NC(=O)c2ccc(-c3ccccc3[N+](=O)[O-])o2)n1	4.6%	-14.3	6.4	-3.6%	0.0%	0.1%	-6.0%	-11.3%	2.0%
CN1CCN(c2ccc(NC(=O)c3ccc(Oc4ccccc4)cc3)cc2)CC1	-25.0%	0.1	-2.0	4.3%[57.1 µM]	4.6%	3.3%	-1.5%	-6.6%	-7.9%
CCOC(=O)C1=C(c2ccccc2)Nc2c(c(=O)n(C)c(=O)n2C)C1c1ccc(O)c(OC)c1 (centres undefined)	3.1%	-9.4	-8.3	-4.8%	5.6%	2.3%	-3.3%	-17.4%	-4.9%
COCCNC(=O)[C@@]1(C)C=C[C@@H](Cc2ccccc2)N1C(=O)c1ccccc1	-3.6%	4.0	-3.3	3.7%	-1.7%	1.8%	-3.8%	-13.8%	7.7%
Cc1ccc(NC(=S)Nc2ncccc2C)c(C)c1	-7.2%	-1.8	1.7	-2.5%	2.3%	-0.2%	0.6%	-10.1%	2.6%
CCOCCCNS(=O)(=O)c1ccc(Br)cc1	-2.1%	4.3	-14.3	-6.7%	-1.7%	1.4%	0.0%	-10.9%	-6.2%
CC1CN(C)C(C)C/C1=N/Oc1ccccc1[N+](=O)[O-] (centres undefined)	14.0%	-14.9	6.0	-3.4%	10.7%	0.7%	-0.9%	?	3.0%
CN(C)/C=C/C(=O)c1ccc(OCCN(C)c2ccccn2)cc1	-8.9%	-8.6	-18.2	0.3%[2.29 µM]	-16.9%	-0.7%	0.5%	-7.2%	6.8%
Cc1ccc(Cc2c(-c3ccco3)nc3c(C)cc(Br)cn23)cc1	/	-21.4	1.6	/	/	/	?	/	-8.5%
